Compound activity: PubChem BioAssay, Broad Institute
RAD54 inh: RAD54 (human) branch migration inhibition; Q92698; RAD54 Holliday junction branch migration, FAM/BHQ fluorescence; inhibition, % at 10.4 µM; 360,000 tested, 0.14% active;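 active = mean normalized replicate activity at least 40 and at least half of replicates scoring 40 or more; inconclusive = only one of the two criteria met; inactive = mean below 40 and under half of replicates reaching 40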;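 also: 0% = median of neutral control wells and 100% = median of positive control wells; inhibitors cause a drop in the FAM fluorescence signal; in these data hits start at about 50%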
RAD52 inh: blocks human RAD52 DNA annealing | P43351 | inhibition, % at 18.7 µM | recombinant RAD52 DNA annealing, FRET fluorescence | 360,000 tested, 0.46% active;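 active = every replicate showing at least 50% inhibition; inconclusive = mean inhibition at least 50% but not in every replicate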
Target sequence (P43351 whole entry, looked up): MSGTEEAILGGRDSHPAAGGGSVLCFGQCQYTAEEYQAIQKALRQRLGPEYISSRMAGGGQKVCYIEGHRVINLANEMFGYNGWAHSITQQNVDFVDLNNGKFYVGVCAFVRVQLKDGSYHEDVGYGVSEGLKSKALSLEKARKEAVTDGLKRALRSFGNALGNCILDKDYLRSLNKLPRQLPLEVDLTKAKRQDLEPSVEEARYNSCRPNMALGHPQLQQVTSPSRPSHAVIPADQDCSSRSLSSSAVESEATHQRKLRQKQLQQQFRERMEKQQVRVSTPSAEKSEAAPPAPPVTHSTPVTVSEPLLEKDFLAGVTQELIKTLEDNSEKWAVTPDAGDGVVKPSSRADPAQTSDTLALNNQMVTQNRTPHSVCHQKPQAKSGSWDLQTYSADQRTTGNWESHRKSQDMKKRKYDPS
Xi reactivation: reactivates the inactive X chromosome in mouse fibroblasts; XiGFP mouse fibroblasts, % GFP-positive cells imaging, 3 d; cells co-treated with 5-aza-dC sensitizer; scaled so ellipticine positive control = 100%; activation, % at 7.58 µM; 360,000 tested, 0.055% active;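 active = mean normalized replicate activation at least 10% and every replicate at or above 10%; inconclusive = only one of the two criteria met; inactive = mean below 10% and not all replicates reach 10%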;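 also: 0% = median of on-plate neutral control wells and 100% = ellipticine 6 µM median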
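assay system = SV40-immortalized XiGFP fibroblast cells, line 68-5-11 | buffer or medium = DMEM plus 5-aza-dC sensitizer | doses = single-point pinned compound dosing | times = 3-day compound exposure, then 15 min fixation at room temperature | benchmarks = positive control ellipticine, 6 µM final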
E-selectin induc: induces E-selectin expression in human endothelial cells. P16581. HUVEC E-selectin immunofluorescence imaging; normalized: neutral wells 0, TNF-alpha wells 100. activation, % at 7.58 µM. 260,000 tested, 0.37% active. AID 686992;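 active = mean E-selectin-positive cell signal at least 10% of the positive control, reached in at least 60% of replicates, without over 20% cell loss; inconclusive = no rule given, readout overlaps actives, possibly toxicity-flagged; inactive = the rest, including those meeting only one limit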;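 also: in these data hits start at about 27%; measured in HUVEC primary endothelial cells; signal is the percent of cells scored E-selectin positive by PE staining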
Target sequence (P16581 whole entry, looked up): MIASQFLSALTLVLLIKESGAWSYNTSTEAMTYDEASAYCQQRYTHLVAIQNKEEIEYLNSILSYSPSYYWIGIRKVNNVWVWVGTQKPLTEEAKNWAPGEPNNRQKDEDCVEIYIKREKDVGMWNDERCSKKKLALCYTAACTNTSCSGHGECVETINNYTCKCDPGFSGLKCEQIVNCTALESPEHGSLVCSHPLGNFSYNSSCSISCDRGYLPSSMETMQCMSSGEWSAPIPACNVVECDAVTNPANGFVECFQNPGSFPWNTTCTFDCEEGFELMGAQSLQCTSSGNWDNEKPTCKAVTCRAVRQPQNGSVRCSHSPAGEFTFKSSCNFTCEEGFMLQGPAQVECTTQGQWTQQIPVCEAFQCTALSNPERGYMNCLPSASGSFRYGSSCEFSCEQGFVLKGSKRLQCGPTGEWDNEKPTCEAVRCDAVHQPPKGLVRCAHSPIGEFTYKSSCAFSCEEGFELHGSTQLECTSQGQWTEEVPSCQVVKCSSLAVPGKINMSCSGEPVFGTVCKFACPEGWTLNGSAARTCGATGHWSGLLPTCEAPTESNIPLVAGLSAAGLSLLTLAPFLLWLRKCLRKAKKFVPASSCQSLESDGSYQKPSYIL
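Test system: HUVEC; input: 3,000 HUVEC/well; measured by: immunofluorescence imaging; read-out: % PE-positive cells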
CFTR F508del cor: correctors of CFTR F508del function in bronchial epithelial cells. AID 720511. CFBE cells, YFP halide quenching; stimulated with forskolin plus potentiator P3; % fluorescence drop versus neutral controls. activity (quench increase), % at 7.58 µM. 350,000 tested, 0.36% active;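 active = mean added fluorescence quench of at least 8% versus neutral control, with both replicates also reaching 8%; inconclusive = only one of the mean or replicate conditions met; inactive = mean below 8% and not both replicates reaching 8%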;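 also: cells transiently co-express mutant CFTR-F508del with the halide-sensitive YFP; corrector assay measuring rescue of mutant channel to the surface after 24 h compound exposure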
INS-1E GSIS act: primary screen for activators of insulin secretion dependent on glucose, INS-1E cells, GLuc reporter luminescence; INS-1E GLuc reporter insulin secretion, 2-3 h; activation, % at 16.6 µM; 370,000 tested, 0.61% active;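 active = lowest replicate activation of at least 40%, so every replicate reaches that level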;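 also: 0% = median of neutral control wells and 100% = median of IBMX positive control wells; some compounds called inactive have numbers as strong as hits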
Casp6 inh: inhibitors of human caspase-6; P55212; purified caspase-6, Z-VEID-R110 cleavage fluorescence; inhibition, % at 12.5 µM; 350,000 tested, 0.53% active;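 active = mean inhibition across replicates at least about 35%, with every replicate also reaching that limit, limit read from the data; inconclusive = only one of the two criteria met; inactive = neither criterion met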;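 also: 0% = median of neutral control wells and 100% = no fluorescence left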
DENV2 CPE: protects cells from dengue virus 2 cytopathic effect; CPE inhibition, % at 9.99 µM; DENV2-infected cells, cytopathic effect rescue, plate reader; 350,000 tested, 1.7% active; in the data active = CPE inhibition above about 20%, passing the limit was not always enough; inconclusive = no clear call, values can overlap the other calls; tested in BHK-21 cells;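 also: 0% = median of neutral control wells and 100% = median of positive control wells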
* = called active by the depositor; ? = inconclusive; nt = no result given; & = joins results of further samples.

The first 2 compounds, ahead of the listing:
SMILES	RAD54 inh	RAD52 inh	Xi reactivation	E-selectin induc	CFTR F508del cor	INS-1E GSIS act	Casp6 inh	DENV2 CPE
C[C@@H]1CN([C@H](C)CO)C(=O)c2cc(C3=CCCCC3)cnc2O[C@@H]1CN(C)C(=O)Cc1ccncc1	-2	-13	-0.5	-0.3	0.3	-11	2	4
CCOc1ccc(C2CC(=O)NC(SC)=C2C#N)cc1 (stereo not drawn)	-6	-7	0.0	0.8	2.0	nt	1	-5

The whole of this part, from the first entry:
SMILES	RAD54 inh	RAD52 inh	Xi reactivation	E-selectin induc	CFTR F508del cor	INS-1E GSIS act	Casp6 inh	DENV2 CPE
C[C@@H]1CN([C@H](C)CO)C(=O)c2cc(C3=CCCCC3)cnc2O[C@@H]1CN(C)C(=O)Cc1ccncc1	-2	-13	-0.5	-0.3	0.3	-11	2	4
CCOc1ccc(C2CC(=O)NC(SC)=C2C#N)cc1 (stereo not drawn)	-6	-7	0.0	0.8	2.0	nt	1	-5
O=S(=O)(Cc1cccc(F)c1)c1c[nH]c2ccccc12	4	-1	0.1	-1.3	3.3	nt	4	?
COc1ccc(S(=O)(=O)N(C)C[C@H]2OCCCC[C@@H](C)Oc3ccc(NS(=O)(=O)c4cccs4)cc3C(=O)N([C@@H](C)CO)C[C@@H]2C)cc1	0	-78	0.2	0.3	-0.4	2	0	-12
O=S(=O)(c1ccc(-c2csc(-c3cccnc3)n2)cc1)N1CCCCC1	0	4	nt	nt	nt	-13	2	nt
CC(CC(=O)c1ccc(F)cc1)N1CCN(c2ccccc2)CC1 (stereo not drawn)	nt	80*	-0.1	0.1	-3.0	9	-48	5
CN(C)c1cc(-c2ccc(Cl)cc2Cl)oc(=O)c1Cl	0	-3	0.1	-0.5	0.1	nt	2	-7
CCOC(=O)c1c(NC(=O)c2nc3n(n2)C(C(F)F)CC(C)N3)sc2c1CCCC2 (stereo not drawn)	nt	2	nt	nt	-1.7	-5	-2	3
CC(C)[C@H](NC(=O)N1c2ccccc2NC(=O)[C@@H]1C(C)C)C(=O)N[C@@H](C(=O)O)c1ccccc1	-15	-2	nt	nt	1.8	-4	-5	-4
CC1CCN(c2ccc3c(c2)S(=O)(=O)c2cccc(C(=O)NCc4ccc(F)cc4)c2C3=O)CC1	-15	-481	0.1	1.6	-2.3	-1	-17	nt
C#CCOCCOCCOCCNc1nc(N2CCN(C(=O)[C@H](CCCN=C(N)N)n3cc(C(N)[C@H](C)CC)nn3)CC2)nc(N2CCN(C(=O)[C@H](CC(N)=O)n3cc(C(N)[C@@H](C)CC)nn3)CC2)n1 (stereo partly drawn)	-19	15	1.2	2.7	-0.7	1	-145	-1
C[C@@H]1CN([C@H](C)CO)S(=O)(=O)c2ccc(C#CC3CCCC3)cc2O[C@@H]1CN(C)Cc1ccccc1C(=O)O	4	17	-0.1	nt	0.3	8	nt	11
CCCNC(=O)N1C[C@H]2[C@@H](c3ccccc31)[C@H](CO)N2Cc1ccc2c(c1)OCO2	-3	-5	0.0	0.2	1.0	6	0	10
COc1ccccc1N(C)S(=O)(=O)c1ccc(C(=O)O)cc1	-2	-11	0.0	0.2	-0.1	-5	2	0
CC/C(=N\NC(=O)Cc1ccc(Br)cc1)c1cccs1	-4	4	0.0	3.7	-0.5	-10	2	10
CC1CCCC(NC(=O)COC(=O)[C@@H]2CC(O)CN2S(=O)(=O)c2ccc3c(c2)OCCO3)C1C (stereo partly drawn)	nt	-8	0.3	-3.1	nt	-14	2	-1
Cc1cc(-c2ccccc2)n2ncc(C#N)c2n1	-4	-9	0.4	0.4	-3.5	-4	7	4
Cc1cc(NC(=O)CCC(=O)N(C(C(=O)NC(C)(C)C)c2ccccc2Cl)C(C)(C)C)no1 (stereo not drawn)	0	-8	0.1	nt	3.5	-20	0	3
COc1ccc(NC(=O)CS(=O)(=O)c2ccccc2)cc1	1	3	0.2	nt	2.9	-3	0	3
Cc1ccc(C(=O)OCC(=O)NC(=O)c2cccn2C)cc1	5	-3	nt	nt	-1.9	6	6	13
CCCCn1c(N)c(N(CCOC)C(=O)c2cc3c(s2)CCCCC3)c(=O)[nH]c1=O	-7	5	0.4	-2.0	-3.1	5	-3	6
O=C(O)[C@@H]1[C@@H](CO)[C@@H]2Cn3c(ccc(-c4ccccc4F)c3=O)[C@@H]2N1Cc1ccccc1	9	-21	0.3	-0.2	-1.7	3	-1	0
O=C(CNc1cc(S(=O)(=O)N2CCCC2)ccc1OCC(F)(F)F)Nc1ccc(SC(F)F)cc1	6	-14	0.3	nt	2.8	-15	-1	4
O=C(NCc1ccccc1)c1cc(C2CCCN(S(=O)(=O)c3ccccc3)C2)on1 (stereo not drawn)	1	-28	0.1	nt	5.7	-4	3	-5
Cc1cc(C)n(-c2nc(NC(C)C)nc(NC(C)C)n2)n1	-4	-14	nt	nt	nt	35	0	nt
O=C(NCc1ccccc1Cl)C1CCN(S(=O)(=O)c2ccc(N3CCCC3=O)cc2)CC1	-30	-12	0.2	nt	0.8	-11	-1	0
CCCNC(=O)N1CC2(CN(C(=O)c3cccc(F)c3)C2)c2c([nH]c3cc(OC)ccc23)[C@@H]1CO	nt	16	0.2	-0.2	-0.3	12	3	9
COc1ccc(CN2C[C@@H](O)COC[C@H]3O[C@H](CC(=O)N4CCc5ccccc5C4)CC[C@@H]32)cc1	1	10	0.1	-0.1	0.2	13	-2	-5
CC(C)(C)C1CCC(=NNC(=O)c2cc(-c3ccccc3)n[nH]2)CC1 (stereo not drawn)	3	-25	0.0	-1.6	-0.2	30	1	-11
Oc1ccccc1-c1csc(-c2ccccc2)n1	0	-7	0.1	nt	-1.2	13	1	15

As entered above:
Cc1cc(C)n(-c2nc(NC(C)C)nc(NC(C)C)n2)n1 | RAD54 inh: -4
O=S(=O)(Cc1cccc(F)c1)c1c[nH]c2ccccc12 | Casp6 inh: 4
CC(C)[C@H](NC(=O)N1c2ccccc2NC(=O)[C@@H]1C(C)C)C(=O)N[C@@H](C(=O)O)c1ccccc1 | RAD54 inh: -15
C#CCOCCOCCOCCNc1nc(N2CCN(C(=O)[C@H](CCCN=C(N)N)n3cc(C(N)[C@H](C)CC)nn3)CC2)nc(N2CCN(C(=O)[C@H](CC(N)=O)n3cc(C(N)[C@@H](C)CC)nn3)CC2)n1 (stereo partly drawn) | INS-1E GSIS act: 1
Oc1ccccc1-c1csc(-c2ccccc2)n1 | DENV2 CPE: 15

Next section:
SMILES	RAD54 inh	RAD52 inh	Xi reactivation	E-selectin induc	CFTR F508del cor	INS-1E GSIS act	Casp6 inh	DENV2 CPE
COc1ccc([N+](=O)[O-])cc1NC(=O)c1ccc(CN(c2ccc(C)c(C)c2)S(C)(=O)=O)cc1	nt	-11	0.0	nt	1.8	7	-1	-2
COc1ccc(NC(=O)O[C@H]2[C@H](OC(=O)Nc3ccccc3)[C@H](OC(=O)Nc3ccccc3)[C@@H](OC)O[C@@H]2CO)cc1	-6	16	nt	nt	-1.2	nt	1	-2
Cc1noc(C)c1NC(=O)N(C)C[C@H]1OCc2cnnn2CCCC(=O)N([C@@H](C)CO)C[C@H]1C	-2&6	-7&-9	-0.1&-0.1	-0.2	1.4&-1.1	1&-1	0&0	-2&5
C[C@@H]1CN([C@@H](C)CO)S(=O)(=O)c2ccc(-c3ccc(C#N)cc3)cc2O[C@H]1CN(C)C(=O)Nc1cc(F)ccc1F	-22	15	-0.1	-0.6	2.8	nt	-2	-8
CCCOc1cccc(C2C(C(=O)c3cc4ccccc4o3)=C(O)C(=O)N2c2cc(C)on2)c1 (stereo not drawn)	17	-44	0.0	nt	1.3	-2	nt	6
CC(C)CNC(=O)c1cc([N+](=O)[O-])ccc1N1CCCCC1	nt	-9	0.0	nt	3.8	8	1	0
COC(=O)c1ccc(C(C(=O)NC2CCCCC2)N(Cc2ccc(F)cc2)C(=O)Cc2cccs2)cc1 (stereo not drawn)	-1	nt	0.0	0.5	nt	-25	nt	nt
O=C(O)c1cc(NS(=O)(=O)c2ccc(NC3CCCCC3)c([N+](=O)[O-])c2)cc(C(=O)O)c1	nt	-19	0.0	1.4	2.2	-18	9	-5
CC(=O)c1cccc(CN2CCCC(CCC(=O)NCc3ccc(F)c(F)c3)C2)c1 (stereo not drawn)	7	-19	0.0	-0.1	-0.1	-2	-3	-3
CCNC(=S)/N=C(\N)Nc1nc(C)c2cc(C)ccc2n1	nt	-132	0.3	12	-1.4	16	-3	-5
O=C(Nc1ccccc1)N1C[C@@H]2[C@H](c3ccccc31)[C@H](CO)N2CC1CCCC1	5	9	-0.1	-0.9	-1.7	10	-1	2
COc1ccc(CNC(=O)C2CCC(CNC(=O)[C@@H]3Cc4ccccc4CN3)CC2)cc1 (stereo partly drawn)	0	-13	0.0	nt	-0.6	2	0	-5
COc1ccc(NC(=O)Nc2ccc3c(c2)C(=O)N([C@H](C)CO)C[C@H](C)[C@@H](CN(C)C(=O)Nc2cccc4ccccc24)OCCCC[C@@H](C)O3)cc1	-6	10	0.5	-0.3	0.6	18	-3	-1
C/C=C/c1cnc2c(c1)C(=O)N([C@@H](C)CO)C[C@H](C)[C@@H](CN(C)C(=O)NC1CCCC1)O2	6	3	-0.3	0.0	1.2	13	-2	-1
C[C@@H]1CN([C@H](C)CO)C(=O)CCCn2nncc2CO[C@@H]1CN(C)S(C)(=O)=O	5&-8	0&13	-0.1&-0.6	nt	-3.2&0.8	2	-1&-1	-4&-3
CCCN(CCC)CC(O)Cn1c2ccccc2c2ccccc21 (stereo not drawn)	nt	3	0.5	0.0	-0.9	-14	8	5
COc1ccc(C(=O)N2CCC[C@@H]2C(=O)N2CCC[C@@H]2C(=O)NCc2ccccc2)cc1F	nt	-9	0.1	-0.1	-3.7	6	-4	5
CNC[C@H]1Oc2c(NC(=O)C3CCOCC3)cccc2C(=O)N([C@@H](C)CO)C[C@@H]1C	3	5	0.0	0.3	-1.8	10	-1	-5
Cc1ccc(/C=N/N=C2/NC(=O)C(CC(=O)Nc3ccc(Cl)cc3)S2)o1 (stereo not drawn)	-6	-25	0.1	2.5	0.7	-2	3	0
Cc1ccc(CN2CCCN(Cc3c(C)cc(C)cc3C)S2(=O)=O)cc1	12	-15	0.2	0.0	-0.7	20	-3	8
O=C(C[C@@H]1C=C[C@H](NC(=O)C2CCC2)[C@@H](CO)O1)NCc1ccccc1Cl	-8	2	0.1	0.3	0.0	2	2	0
Cn1ccc2cc(-c3ccc4ncnc(NCc5cccs5)c4c3)ccc21	-11	-26	0.1	0.0	-0.2	nt	2	?
CCS(=O)(=O)NCC[C@@H]1CC[C@@H](NC(=O)C2CC2)[C@@H](CO)O1	nt	-20	0.3	-0.1	0.3	-1	2	46*
C[C@H](CO)N1C[C@H](C)[C@@H](CN(C)C(=O)c2ccncc2)OCCCC[C@H](C)Oc2ccc(NS(C)(=O)=O)cc2C1=O	6	10	0.7	-0.2	1.3	9	3	-3
CCOc1cc(OCC)cc(C(=O)N2CCC[C@H]2C(=O)N2CCC[C@H]2C(=O)NCc2ccc(F)cc2F)c1	nt	-16	-0.2	-0.1	1.3	-23	-1	8
CCC(C)(C)n1nnnc1C(c1cccs1)N1CCN(Cc2ccccc2)CC1 (stereo not drawn)	15	2	nt	nt	-0.9	-28	-1	5
